Source: PubChem
MBNL1 CUG block: blocks human MBNL1 binding to CUG repeat RNA. Q9NR56. TR-FRET MBNL1-His/biotin-(CUG)12 binding, 665/545 ratio. Potency, µM (top dose mostly 57.5 µM), for the others: at the highest dose activity change, negative = inhibition, actives largely listed as inhibitors. 280,000 compounds, 0.036% hits. AID 2675; active = well fitted inhibition curve with a large enough effect in the signal ratio, with a control signal flat, not every such curve was filed as active; inconclusive = small, poorly fitted or top-dose-only effect, or effect the other way, or a change in a side signal; inactive = no such curve, though single readings can be large or run the other way; the % refers to the signal ratio; note: potency is the fitted concentration of half-maximal effect; % is set by controls: 0 for no effect and ±100 for the full control effect
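Ratiometric TR-FRET (665 over 545 nm, excitation 340 nm) tracks disruption of MBNL1-His/biotin-(CUG)12 complex after 60 min at room temperature, with compounds at 92 nM to 58 uM final.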
RORgamma inh: blocks mouse ROR gamma transcriptional activity; AID 2551; P51450; Drosophila S2 Gal4-RORgamma UAS-luciferase reporter, 20 h; Potency, µM (titrated, usually from 53.6 µM), for the others: at the top dose activity change, negative = inhibition, actives largely listed as inhibitors; 310,000 compounds, 5.4% hits; note: potency is the fitted concentration of half-maximal effect; % is set by controls: 0 for no effect and ±100 for the full control effect; nearly all actives have a fitted effect of over 60% in size
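Drosophila Schneider cells stably carrying a metallothionein-driven Gal4 DBD–ROR gamma fusion and a UAS-Photinus luciferase reporter were exposed to compound for 1 hr, then induced with copper sulfate (700 uM final) for 20 hr at ambient temperature before luminescence reading.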
KCNH2 3.1 inh: KCNH2 3.1 (human) potassium channel inhibition | U2OS KCNH2 3.1, thallium flux FluxOr; stronger effect = lower value | activity change, % (tested at about 1.8 µM) | 340,000 compounds, 0.95% hits | AID 720553;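 active = maximum activity change below -70%; inconclusive = maximum activity change from -70% to -50%; inactive = maximum activity change above -50%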;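 note: thallium influx rate constant from kinetic fluorescence after stimulation buffer; % is set by controls: 0 for no effect and ±100 for the full control effect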
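Virally transduced U2OS (3.1 isoform, 4 h infection in dark at RT) → overnight 37 C → FluxOr + Red40 in HBSS/HEPES, 45 min → stimulation buffer, 2 min kinetic read → rate constant vs DMSO controls.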
Rab9 prom act: activates the Rab9 promoter. AID 485297. Huh7 Rab9 promoter-luciferase reporter, luminescence, 24 h. Potency, µM (highest dose often 9.22 µM), for inactives: at the highest dose activation, negative = inhibition, actives largely listed as activators. 320,000 compounds, 2.8% hits; note: potency is the fitted concentration of half-maximal effect; % of control where 0% means no effect; nearly all actives have a fitted effect of over 60% in size
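Cells were plated at 1500 per well in reduced-serum medium with 10% FBS and left 2 h. Compound in DMSO was then added for 24 h at 37 °C. Reporter signal was read by luminescence after 10 min with luciferase detection reagent.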
PKM2 act: activators of human pyruvate kinase M2; 260,000 compounds, 0.34% hits; Potency, µM (top dose mostly 57.5 µM), for inactives: at the highest dose activation, usual class: activators; P14618; purified PKM2, Kinase-Glo ATP luminescence, activation; response scale: 0% is enzyme alone, no compound; note: potency is the fitted concentration of half-maximal effect; % is set by controls: 0 for no effect and ±100 for the full control effect; nearly all actives have a fitted effect of over 55% in size
Target sequence (P14618 whole entry, looked up): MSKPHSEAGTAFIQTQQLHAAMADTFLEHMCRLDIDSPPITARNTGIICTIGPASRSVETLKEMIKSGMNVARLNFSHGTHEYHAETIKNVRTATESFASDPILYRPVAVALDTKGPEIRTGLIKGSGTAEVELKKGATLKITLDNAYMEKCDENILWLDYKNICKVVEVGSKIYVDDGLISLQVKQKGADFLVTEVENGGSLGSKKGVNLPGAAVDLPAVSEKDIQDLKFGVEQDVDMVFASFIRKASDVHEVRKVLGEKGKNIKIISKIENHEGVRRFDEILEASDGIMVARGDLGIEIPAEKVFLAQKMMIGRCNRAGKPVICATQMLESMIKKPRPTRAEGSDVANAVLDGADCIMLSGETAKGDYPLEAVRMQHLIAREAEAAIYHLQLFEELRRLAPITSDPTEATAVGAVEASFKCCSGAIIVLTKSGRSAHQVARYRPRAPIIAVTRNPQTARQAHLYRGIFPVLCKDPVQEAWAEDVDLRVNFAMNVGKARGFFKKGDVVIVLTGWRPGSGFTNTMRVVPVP
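Kinase-Glo luminescence reports ATP generated from ADP (0.1 mM) and PEP (0.5 mM) by purified hPK-M2 after 1 h at room temperature, pH 7.2 imidazole buffer; intermediate enzyme activity allows detecting inhibitors and activators.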
VP16 counter: counter-screen for ROR gamma inhibitors: Gal4-VP16 reporter | Drosophila S2 Gal4-VP16 UAS-luciferase, luminescence, 20 h | Potency, µM (top dose mostly 53.6 µM), for inactives: top-dose activity, negative = inhibition, hits mostly inhibitors | 310,000 compounds, 3.5% hits;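 note: Gal4-VP16 expression switched on by copper sulfate through the metallothionein promoter; potency is the fitted concentration of half-maximal effect; % is set by controls: 0 for no effect and ±100 for the full control effect; nearly all actives have a fitted effect of over 50% in size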
ELG1 repair inh: inhibitors of ELG1-dependent DNA repair in HEK293T cells; HEK293T ELG1-luciferase reporter, luminescence, 16 h; DNA damage induced by 5-fluorouridine; AID 504467; 330,000 compounds, 2.3% hits; Potency, µM (highest dose often 46.1 µM), without a hit: at the highest dose activity change, negative = inhibition, most hits filed as inhibitors; note: potency is the fitted concentration of half-maximal effect; % is set by controls: 0 for no effect and ±100 for the full control effect; nearly all actives have a fitted effect of over 55% in size
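Reporter activity after DNA damage by 5-fluorouridine is monitored. Compound-treated cells incubate 16 hr at 37 °C, then ONE-Glo is added for 30 min before luminescence reading.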
Menin MLL FP TR: menin-MLL binding inhibition, Texas Red mutant peptide; Menin + Texas Red MLL mutant peptide, fluorescence polarization; 270,000 compounds, 0.23% hits; O00255; Potency, µM (highest dose often 61.6 µM), without a hit: top-dose FP activity change, negative = inhibition, hits mostly inhibitors; active = well fitted inhibition curve with a large enough effect in the polarisation, with a control signal flat, not every such curve was filed as active; inconclusive = small, poorly fitted or top-dose-only effect, or effect the other way, or a change in a side signal; inactive = no such curve, though single readings can be large or run the other way; the % refers to the polarisation; note: potency is the fitted concentration of half-maximal effect; % of control where 0% means no effect; many of its hits are not listed in these tables
NPC1 prom act: activates the NPC1 promoter; Huh7 NPC1 promoter luciferase reporter, 24 h; Potency, µM (top dose mostly 9.22 µM), for inactives: at the top dose activation, usual class: activators; 320,000 compounds, 2.4% hits; AID 485313;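 note: potency is the fitted concentration of half-maximal effect; % of control where 0% means no effect; nearly all actives have a fitted effect of over 60% in size; reporter is driven by a mutant NPC1 promoter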
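Luminescence read-out of NPC1 promoter-driven luciferase in stably transfected Huh7 cells; compounds delivered in DMSO and left 24 h at 37C, 5% CO2, qHTS titration format.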
FLuc modulator: counter-screen for miR-21 project: firefly luciferase inhibitors or activators | P08659 | Potency, µM (series often up to 57.5 µM), without a hit: top-dose activity change, negative = inhibition, hits mostly inhibitors | 360,000 compounds, 6.9% hits | purified FLuc, Km substrates, luminescence inhibition;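 note: potency is the fitted concentration of half-maximal effect; plate controls were vehicle for no effect and reference inhibitor for full effect; nearly all actives have a fitted effect of over 55% in size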
Target sequence (P08659 whole entry, looked up): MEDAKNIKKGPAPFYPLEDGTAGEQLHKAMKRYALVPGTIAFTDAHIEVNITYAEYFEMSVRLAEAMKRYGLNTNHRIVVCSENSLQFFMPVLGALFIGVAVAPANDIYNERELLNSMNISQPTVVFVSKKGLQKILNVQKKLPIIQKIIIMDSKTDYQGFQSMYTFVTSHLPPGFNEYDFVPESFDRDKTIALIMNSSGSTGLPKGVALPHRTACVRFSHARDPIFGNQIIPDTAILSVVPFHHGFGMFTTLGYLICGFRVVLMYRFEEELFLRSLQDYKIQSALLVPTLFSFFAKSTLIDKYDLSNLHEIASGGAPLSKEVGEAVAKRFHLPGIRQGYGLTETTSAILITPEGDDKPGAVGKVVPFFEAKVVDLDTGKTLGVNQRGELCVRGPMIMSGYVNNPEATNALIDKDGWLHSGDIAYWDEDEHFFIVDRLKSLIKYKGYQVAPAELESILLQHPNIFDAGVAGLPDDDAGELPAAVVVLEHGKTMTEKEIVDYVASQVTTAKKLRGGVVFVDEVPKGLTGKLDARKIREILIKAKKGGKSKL
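Biochemical qHTS of compounds, final roughly 60 µM downward over six points, against 10 nM purified firefly luciferase using Km concentrations of substrates (10 uM D-luciferin, 10 uM ATP) in Tris acetate pH 7.5 buffer; luminescence output.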
Mito fusion act: inhibitors of mitochondrial division or activators of mitochondrial fusion; 320,000 compounds, 0.23% hits; Potency, µM (series often up to 46.1 µM), for the others: top-dose growth rescue (activation), hits mostly activators; S. cerevisiae fusion-defective mutant growth rescue, CellTiterGlo 48 h;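 note: potency is the fitted concentration of half-maximal effect; % of control where 0% means no effect; nearly all actives have a fitted effect of over 45% in size; temperature-sensitive fusion mutants such as fzo1-1 at 37 °C on non-fermentable ethanol glycerol medium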
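Luminescent cell viability in 1536-well qHTS format served as the measure of rescued growth in ts fusion-mutant S. cerevisiae cultured on non-fermentable YPEG for 48 hours at 37C.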
* = called active by the depositor; ? = inconclusive; nt = not tested or not shown; [ ] = remark or other dose. Unless noted, calls come from the whole dose curve; as a rule, active = well fitted curve in the direction sought with a large enough effect; inconclusive = small, poorly fitted or top-dose-only effect, or another doubt; inactive = no such curve, though single readings can be large; an effect the other way counts as inactive or inconclusive. Some of the compounds tested; rates above refer to the full screens.

Preview:
SMILES	MBNL1 CUG block	RORgamma inh	KCNH2 3.1 inh	Rab9 prom act	PKM2 act	VP16 counter	ELG1 repair inh	Menin MLL FP TR	NPC1 prom act	FLuc modulator	Mito fusion act
CCOc1ccc(Nc2nc(Cl)nc(N3CCN(c4ccc(OC)cc4)CC3)n2)cc1	-1%	?	-30	-7%	2%	-1%	?	?	-1%	-4%	?
CN(C)c1nc2c(c(=O)n(C)c(=O)n2C)n1Cc1ccccc1	2%	20%	-1	0%	3%	-2%	-11%	-1%	-3%	2%	3%
Cn1nccc1NC(=O)CSCC(=O)O	-3%	7%	-18	-4%	6%	2%	?	nt	2%	-1%	-2%

The listing, repeating the preview:
SMILES	MBNL1 CUG block	RORgamma inh	KCNH2 3.1 inh	Rab9 prom act	PKM2 act	VP16 counter	ELG1 repair inh	Menin MLL FP TR	NPC1 prom act	FLuc modulator	Mito fusion act
CCOc1ccc(Nc2nc(Cl)nc(N3CCN(c4ccc(OC)cc4)CC3)n2)cc1	-1%	?	-30	-7%	2%	-1%	?	?	-1%	-4%	?
CN(C)c1nc2c(c(=O)n(C)c(=O)n2C)n1Cc1ccccc1	2%	20%	-1	0%	3%	-2%	-11%	-1%	-3%	2%	3%
Cn1nccc1NC(=O)CSCC(=O)O	-3%	7%	-18	-4%	6%	2%	?	nt	2%	-1%	-2%
CCOc1ccc(C2C(C#N)=C(N)Oc3cc(C)n(CCN4CCOCC4)c(=O)c32)cc1OCC (stereo unspecified)	2%	0%	4	1%	-6%	-11%	-1%	1%	-2%	14%	-2%
Nc1ccc(Br)cc1C(=O)O	nt	2.8µM*	-2	-7%	0%	1.4µM*	1%	-7%	-5%	6%	6%
O=C(NCc1ccco1)C(c1ccccc1)N(Cc1ccccc1)C(=O)Cn1nnc2ccccc21 (stereo unspecified)	-4%	-6%	10	2%	2%	-12%	18µM*	-16%	-3%	8%	0%
Cc1cc(=O)n2nc(N3CCCC(C(=O)N4CCN(c5ccccc5)CC4)C3)sc2n1 (stereo unspecified)	-9%	1%	2	4%	1%	3%	-27%	-12%	-4%	-1%	1%
Cc1ccc2[nH]c(=O)cc(C(=O)OCC(=O)c3ccc(F)cc3)c2c1	-3%	-5%	0	-2%	-5%	-3%	2%	2%	-10%	0%	-11%
CC1CCN(c2ccccc2NC(=O)c2cc([N+](=O)[O-])ccc2N2CCOCC2)CC1	7%	nt	-33	-9%	9%	nt	?	-5%	-12%	-2%	-16%
CC(=O)OC[C@H]1O[C@@H](O/N=C(\C)CCN2CCCCc3nc(C)c(C)cc32)[C@H](OC(C)=O)[C@@H](OC(C)=O)[C@@H]1OC(C)=O	8%	37%	nt	1%	0%	9%	-8%	-4%	-2%	0%	-4%
CCCCCC(=O)NC(=S)Nc1ccccc1C(=O)OC	7%	14µM*	-15	nt	6%	?	nt	0%	nt	5%	-14%
O=C(c1ccco1)N(Cc1cc2ccccc2[nH]c1=O)CC1CCCO1 (stereo unspecified)	1%	13%	-1	-3%	12%	-1%	?	-24%	-1%	1%	0%
O=C(Oc1cccc(C(=S)N2CCCCC2)c1)c1ccccc1	-9%	-31%	3	-5%	6%	-10%	-23%	5%	-1%	-4%	-1%
c1cnc2ccc(C(c3nnnn3C3CCCCC3)N3CCCCC3)cc2c1 (stereo unspecified)	-1%	4%	3	0%	6%	3%	3%	1%	0%	4%	10%
CCc1nc(SCC(=O)Nc2cc(C)on2)n[nH]1	3%	-21%	5	2%	5%	-5%	12%	11%	1%	12%	2%
Cn1c(=O)cc(SCC(=O)NCCCN2CCN(c3ccc(F)cc3)CC2)c2ccccc21	-2%	-8%	?	-3%	-11%	1%	11%	-4%	2%	-1%	1%
COCCCNc1nc2ccccc2nc1NS(=O)(=O)c1cccs1	9%	19%	-3	2%	2%	-2%	-4%	23%	-5%	2%	4%
Cc1ccc(-n2cc(CN3CCN(Cc4nccn4C)CC3)c(-c3ccc(F)cc3)n2)cc1	0%	?	-9	-5%	2%	?	?	-2%	-4%	?	-25%
O=C(COc1ccc(C(=O)c2ccccc2)cc1)NCc1ccc(F)cc1	-10%	18%	5	-26%	-3%	-25%	?	-4%	-11%	-15%	12%
CC(NC(=O)c1ccccc1Br)c1nnc(SCc2ccc([N+](=O)[O-])cc2)n1C (stereo unspecified)	?	-13%	6	2%	2%	14%	-2%	-9%	-4%	-3%	1%
COc1cc(/C=C2\SC(=O)N(Cc3ccc(Cl)cc3)C2=O)cc([N+](=O)[O-])c1O	-3%	3%	-11	0%	2%	7%[10 µM]	?	?	-4%	-5%	4%
CCN(C(=O)c1cc2c(=O)n3cccc(C)c3nc2n1CCCOC)C1CCCCC1	11%	-5%	-5	2%	nt	0%	23µM*	nt	-5%	4%	4%
NS(=O)(=O)c1ccc(CCNC(=O)CSc2ccc(Cl)cc2)cc1	?	30%	-2	0%	0%	-6%	1%	2%	-2%	1%	-4%
CC(C)(C)OC(=O)N1CCN(C(=O)c2ncn(Cc3ccccc3)c2C(=O)N2CCN(C(=O)OC(C)(C)C)CC2)CC1	nt	nt	21	-1%	nt	nt	10%	nt	-1%	2%	0%
Cc1cc(=O)n2nc(N3CCCC(C(=O)NCCCN4CC(C)CC(C)C4)C3)sc2n1 (stereo unspecified)	7%	-8%	10	0%	nt	-11%	?	nt	-4%	-1%	-1%

(list continues)
SMILES	MBNL1 CUG block	RORgamma inh	KCNH2 3.1 inh	Rab9 prom act	PKM2 act	VP16 counter	ELG1 repair inh	Menin MLL FP TR	NPC1 prom act	FLuc modulator	Mito fusion act
CCOc1cc(C2NC(=O)NC(C)=C2C(C)=O)cc(Cl)c1OCC(=O)O (stereo unspecified)	3%	-5%	15	0%	4%	6%	14%	0%	-1%	-1%	2%
CC(C)CC(=O)Nc1ccc(Oc2ccc3c(c2)C(=O)NC3=O)cc1	22%	25%	3	2%	0%[11.5 µM]	-7%	-2%	?	2%	1%	0%
Cc1c(O)ccc(NC(=O)/C=C/c2ccccc2)c1C	10%	35%	13	19%	1%	-6%	14%	-7%	13%	-18%	3%
Cn1c(SCC(=O)NC2CCCC2)nnc1C(F)(F)F	nt	nt	-6	-1%	nt	nt	3%	nt	-2%	-1%	4%
CC1CCCCN1S(=O)(=O)c1ccc(S(=O)(=O)N2CCN(C)CC2)cc1 (stereo unspecified)	0%	-1%	-17	0%	nt	0%	-1%	0%	0%	1%	-6%
COc1ccc(N2CCN(C3CCCN(Cc4ccc(F)cc4)C3)CC2)cc1 (stereo unspecified)	6%	-31%	10	0%	2%	-3%	-14%	-1%	3%	1%	-3%
CNC(=S)N1N=C(c2ccc(OC)cc2)CC1c1ccccc1Cl (stereo unspecified)	22%	-37%	-1	-3%	?	1%	?	nt	0%	0%	-6%
CCCCOC(=O)Nc1ccc(S(=O)(=O)Nc2cc(C)nc(C)n2)cc1	?	23%	1	-4%	-12%	2%	-3%	-12%	1%	3%	-6%
CC(/C=C/c1ccccc1)=N\NC(=O)c1ccc(Br)cc1	-6%	0.5µM*	?	1%	2%	0.89µM*	?	?	0%	-2%	13%
Fc1ccc(CN2CCN(c3ncnc4scc(-c5ccc(F)cc5)c34)CC2)cc1	10%	1%	-23	-3%	nt	0%	21µM*	?	-4%	0%	3%
Cc1sc2nc(CSC(C)C(=O)Nc3ccc(C#N)cc3)[nH]c(=O)c2c1C (stereo unspecified)	nt	nt	11	-4%	nt	nt	-2%	nt	0%	1%	-8%

Results in Mito fusion act, NPC1 prom act and ELG1 repair inh (three entries from above):
Structure,Mito fusion act,NPC1 prom act,ELG1 repair inh
CC(/C=C/c1ccccc1)=N\NC(=O)c1ccc(Br)cc1,13%,0%,?
Fc1ccc(CN2CCN(c3ncnc4scc(-c5ccc(F)cc5)c34)CC2)cc1,3%,-4%,21µM*
Cc1sc2nc(CSC(C)C(=O)Nc3ccc(C#N)cc3)[nH]c(=O)c2c1C (stereo unspecified),-8%,0%,-2%
